# Bioassay records (PubChem)
# CHO-K1 Ca ag – counter-screen for M1 agonists: effect in parental CHO-K1 cells; Fluo-8 calcium fluorescence; scaled to maximal ATP response, vehicle zero; activation, % at 3 µM; 360,000 tested, 0.48% active; AID 602248; in the data active = activation above about 15%;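 note: untransfected CHO-K1 host cells lacking M1 receptor as counterscreen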
# M1 PAM – human CHRM1 positive allosteric modulation; AID 588819; activation, % at 3 µM; P11229; CHO-K1 hM1, Fluo-8 calcium fluorescence, ACh EC20; 0% = ACh EC20, 100% = maximal ACh; 360,000 tested, 0.088% active; in the data active = activation above about 19%, passing the limit was not always enough
# Target sequence (P11229 whole entry, looked up): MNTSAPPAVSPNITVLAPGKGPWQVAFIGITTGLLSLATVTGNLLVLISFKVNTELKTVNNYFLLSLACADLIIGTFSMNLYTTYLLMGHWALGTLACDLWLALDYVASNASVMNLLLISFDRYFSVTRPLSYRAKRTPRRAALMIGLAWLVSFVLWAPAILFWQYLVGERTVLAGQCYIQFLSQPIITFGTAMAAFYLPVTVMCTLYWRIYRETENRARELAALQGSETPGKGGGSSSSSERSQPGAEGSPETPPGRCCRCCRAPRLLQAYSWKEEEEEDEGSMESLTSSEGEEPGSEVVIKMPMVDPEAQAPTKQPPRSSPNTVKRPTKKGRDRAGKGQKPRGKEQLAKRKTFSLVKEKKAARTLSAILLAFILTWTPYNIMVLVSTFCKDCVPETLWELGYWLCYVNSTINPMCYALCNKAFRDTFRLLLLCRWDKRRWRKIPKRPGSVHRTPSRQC
# CHO-K1 Ca PAM – counter-screen for M1 PAMs: effect in parental CHO-K1 cells; ATP EC20, Fluo-8 calcium fluorescence; 0% at ATP EC20, 100% at ATP max; activation, % at 3 µM; 360,000 tested, 0.02% active;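 active = activation above the run cutoff, the mean activation of all test compounds plus 3 SD, cut at about 40% in these data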;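 note: peak over basal fluorescence ratio in a 140 s read after ATP addition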
# TAAR1 agonist – human TAAR1 agonism; 360,000 tested, 0.99% active; Q96RJ0; AID 624467; activation, % at 3 µM; CHO RD-HGA16 TAAR1, Fluo-8 calcium fluorescence; vehicle wells 0%, saturating PEA agonist 100%;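 active = activation above the mean activation of all test compounds in the run plus 3 SD, cut at about 38% in these data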
# Target sequence (Q96RJ0 whole entry, looked up): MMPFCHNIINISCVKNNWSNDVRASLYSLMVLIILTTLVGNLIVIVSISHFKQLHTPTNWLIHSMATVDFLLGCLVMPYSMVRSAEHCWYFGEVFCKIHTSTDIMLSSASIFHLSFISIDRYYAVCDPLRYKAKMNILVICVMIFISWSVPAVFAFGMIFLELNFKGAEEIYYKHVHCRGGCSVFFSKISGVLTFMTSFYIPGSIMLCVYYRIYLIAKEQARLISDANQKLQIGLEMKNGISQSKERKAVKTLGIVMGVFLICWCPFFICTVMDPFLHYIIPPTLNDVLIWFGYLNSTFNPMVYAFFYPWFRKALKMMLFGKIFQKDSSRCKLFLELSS
#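 Benchmarks: low control DMSO, high control PEA (EC100); System: CHO RD-HGA16 cells carrying human TAAR1 plus Gα16; Detection: Fluo-8 fluorescence, 5 s baseline then 140 s kinetic read; Schedule: 17-24 h plating, Fluo-8 75 min 37 °C, 30 min RT; Read-out basis: % activation from peak over basal fluorescence ratio, DMSO-to-PEA scaled.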
# TAAR1 antag – human TAAR1 antagonism | 360,000 tested, 1.5% active | Q96RJ0 | AID 624466 | CHO RD-HGA16 TAAR1, Fluo-8 calcium fluorescence, antagonist | inhibition, % at 3 µM;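 active = inhibition above a per-plate cutoff, the mean inhibition of test compounds on that plate plus 3 SD, cut at about 49% in these data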;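 note: 0% = DMSO plus EC80 beta-PEA response and 100% = DMSO alone without agonist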
#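 Material: RD-HGA16 CHO cells with stable hTAAR1 and Gα16; Dosing: single nominal final test compound concentration of 3 µM; Schedule: seeding 17-24 h prior, 75-min 37 °C, 30-min RT dye loading; Detection: kinetic Fluo-8 calcium fluorescence measurement; Measure: % inhibition from peak post-agonist over basal fluorescence ratio; Benchmarks: vehicle and agonist controls.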
# CHO parental Ca – counter-screen: ATP calcium response change in parental CHO cells; parental CHO-K1, ATP-induced calcium, Fluo-8 fluorescence; inhibition, % at 5.6 µM; 330,000 tested, 0.63% active;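 active = inhibition above that plate's mean sample inhibition plus 3 SD, cut at about 26% in these data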;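 note: 0% = ATP-challenged DMSO wells and 100% = DMSO wells without ATP; some compounds past the cut are filed as inactive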
#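 Material – parental CHO cells · Reagent – ATP stimulus · Compound – single nominal dose of 5.6 µM per compound · Detection – Fluo-8 fluorescence · Read-out basis – percent inhibition of calcium signal · Controls – ATP-challenged DMSO wells low, unchallenged DMSO wells high · Repeats – no replicates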
# CHO-K1 Ca antag – counter-screen for M1 antagonists: effect in parental CHO-K1 cells | inhibition, % at 3 µM | AID 602250 | 360,000 tested, 0.6% active | ATP-induced calcium, Fluo-8 fluorescence;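 active = inhibition above a per-plate cutoff, the plate's mean sample inhibition plus 3 SD, cut at about 24% in these data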;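 note: 0% = DMSO plus EC80 ATP and 100% = DMSO alone without ATP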
# M1 ag – agonists of human M1 muscarinic receptor. CHO-K1 hM1, Fluo-8 calcium fluorescence, agonist mode; 0% DMSO, 100% acetylcholine EC100. activation, % at 3 µM. 360,000 tested, 0.33% active;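 active = activation above the run's mean compound activation plus 3 SD, cut at about 16% in these data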;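 note: peak over basal fluorescence ratio within a 140 s kinetic read after compound addition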
# CHRM1 antagonist – human CHRM1 antagonism; CHO-K1 hM1, Fluo-8 calcium fluorescence, ACh EC80 antagonist; inhibition, % at 3 µM; AID 588852; 360,000 tested, 1.3% active;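 active = percent inhibition above its own plate's cutoff, namely the mean of that plate's compound wells plus 3 SD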;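 note: peak over basal fluorescence ratio during 140 s after agonist addition; 0% = ACh EC80 plus DMSO and 100% = DMSO alone without agonist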
# The depositor's hits bear a star; x = not tested or not shown.
Structure	CHO-K1 Ca ag	M1 PAM	CHO-K1 Ca PAM	TAAR1 agonist	TAAR1 antag	CHO parental Ca	CHO-K1 Ca antag	M1 ag	CHRM1 antagonist
Cc1[nH]c(=S)c(C#N)c(C)c1Cc1ccc(Cl)cc1Cl	2.2	-5	-31	3	-16	-7	23	-1	19
CCOC(=O)C1CCCN(C(=O)CCn2nc(-c3ccccc3)ccc2=O)C1 (stereo not given)	-0.4	-4	-11	2	6	-1	24*	11	2
COCCN(CC(=O)Nc1cccc(C)c1C)C(=O)Cn1c(=O)cnc2ccccc21	1.4	5	26	-3	11	-24	-19	-5	-3
Cc1ccc(C(=O)NC2CCCc3c2cnn3-c2ccc(F)cc2F)cn1 (stereo not given)	9.2	-3	-4	3	23	38*	18	3	15
COc1cccc(CNC(=O)CCC2CCCN(Cc3cc4ccccc4o3)C2)c1 (stereo not given)	1.0	-3	25	12	-6	-5	-9	-14	-5
Cn1c(=O)[nH]c(=O)c2c1nc(CN1CCOCC1)n2Cc1ccccc1	0.1	6	-9	2	-1	-5	-2	-2	-5
O=C1OCC/C1=C\NCCCN/C=C1\CCOC1=O	0.0	21	-15	14	-29	x	8	7	-2
COc1ccc(CCNCC(C)c2ccccc2)cc1 (stereo not given)	1.4	-20	5	3	-18	-14	-5	-9	35*
Cn1c(SCC(=O)N2CCCCCC2)nnc1-c1ccco1	0.2	22	-3	5	-21	-1	11	-4	-16
O=C(Nc1cccc2ccccc12)c1ccc([N+](=O)[O-])cc1	1.3	8	11	6	-7	-4	-11	-6	-11
O=C(Cn1c(NCCCO)nc2ccccc21)c1ccc(Cl)cc1	0.6	15	10	0	9	-19	-7	3	-17
COc1ccc(NC(=O)N(C)C[C@H]2OCCCC[C@H](C)Oc3ccc(NC(=O)Nc4ccc5c(c4)OCO5)cc3C(=O)N([C@@H](C)CO)C[C@@H]2C)cc1	0.4	4	19	0	-14	x	-16	-5	-12
CCCCNC(=O)C1CC(c2c(Cl)cccc2Cl)=NO1 (stereo not given)	-0.2	6	19	22	-6	-14	-20	-4	-3
Cc1cc(SC(C)C(=O)O)nc2ccccc12 (stereo not given)	0.5	10	22	5	14	0	-15	-3	-11
COc1ccc(CNC(=O)CN(C(=O)Cn2nnc(-c3ccccc3F)n2)c2ccc(C)cc2)cc1	0.4	4	19	6	-7	-15	-9	-2	-1
CC1(C)Cc2c(c(N3CCOCC3)nc3sc4c(NCc5ccccc5)nnnc4c23)CS1	0.1	0	-1	2	-11	-23	8	-4	2
COc1ccc(OC)c(S(=O)(=O)Nc2c(C)n(C)n(-c3ccccc3)c2=O)c1	2.3	7	3	2	-5	-5	-2	-3	-12
Cc1ccc(NC(=O)CN2CCN(S(=O)(=O)c3ccc4c(c3)OCCO4)CC2)c(C)c1	-0.7	-1	-18	1	-22	x	-1	-3	0
CC(CCc1ccco1)NC(=O)c1cccc2c1C(=O)N(C1CCCCC1)C2 (stereo not given)	-1.1	5	-14	1	-15	-46	18	-13	-11
O=C(CCN1C(=O)c2ccncc2C1=O)Nc1cc(F)ccc1F	1.3	4	8	2	-22	-4	-11	-3	1
CCCN(CCC)CCNC(=O)CS(=O)Cc1nc(-c2ccc(C)cc2)oc1C (stereo not given)	-0.4	4	4	0	-14	-13	-7	-5	-2
CCOC(=O)Cc1csc(NC(=O)CSc2ccc(Br)cc2)n1	3.7	-5	12	2	14	-18	5	-9	-8
C/C=N/NC(=O)CCCC(=O)N/N=C/C	5.8	12	26	1	-7	-16	-14	-8	-11
O=C(NCc1cccnc1)NC(=O)c1ccc(Cl)cc1	2.4	12	18	2	5	18	-15	0	-16
O=C(CCC(=O)NC1CCCCC1)NCc1ccc(F)cc1	3.6	8	13	1	-6	-2	-10	-4	-11
O=C(NCCCO)NC12CC3CC(CC(C3)C1)C2	0.6	10	9	12	9	-1	-23	-4	-9
Cc1ccn(CCC(=O)Nc2ccc(-c3ccno3)cc2)n1	0.2	-8	-8	4	3	-6	7	-1	16
C/C(=N\OCC(=O)Nn1c(=O)[nH]c2ccccc2c1=O)c1ccccc1	3.3	5	20	3	-34	-11	0	-7	0
CCOCCCNC(=O)/C(C#N)=C/c1cc(OC)c(O)c([N+](=O)[O-])c1	0.7	6	19	2	-23	12	-21	-6	1
O=C(CSc1nnc(-c2ccccn2)n1Cc1ccco1)c1ccc(Cl)cc1	0.1	0	-7	2	-1	-9	11	-4	10
COc1cc(NC(=S)Nc2ccc(N(C)C(C)=O)cc2)cc(OC)c1	0.2	7	-13	4	8	-12	8	-1	3
CCNC(=O)NC1c2ccccc2CSc2ccccc21 (stereo not given)	0.2	-1	12	0	-20	-17	-7	-7	16
CCCCn1nc(NC(=O)CC(C)C)c2cc3cc(OC)ccc3nc21	0.3	-2	2	10	28	0	6	-2	-1
N/C(Cc1ccc(Cl)cc1Cl)=N\OC(=O)c1cccs1	0.5	7	12	1	20	-17	-21	-1	-14
CC(=O)NCC(=O)N[C@@H](CC(=O)OCc1ccccc1)C(=O)OCc1ccccc1	0.8	11	11	2	-1	-12	-15	-2	-14
COc1ccc(NC(=O)Nc2cccc(OC)c2)cc1	1.8	-3	-4	2	8	6	13	-4	20
Cc1cccc(C)c1NC(=O)CN(C)C(=O)CCC(=O)N1CCOCC1	1.4	1	20	1	-8	-13	-19	0	-3
CC1CCC(NC(=O)CC2Oc3ccccc3NC2=O)CC1 (stereo not given)	-0.4	-11	-6	14	-25	2	5	-5	26
O=C(c1ccco1)N1CCN(C(c2coc3ccc(Cl)cc3c2=O)c2nnnn2C2CCCC2)CC1 (stereo not given)	0.4	11	17	3	3	-6	-13	0	-16
CCC(c1nnnn1Cc1ccc2c(c1)OCO2)N1CCN(CC)CC1 (stereo not given)	0.9	-1	14	6	-9	-8	-11	-5	-1
COc1ccc2cc3cc(C(=O)Nc4ccccc4N4CCN(C)CC4)oc3nc2c1	1.0	-9	0	6	-7	-25	1	-5	-6
CCN(CC)C(=S)Nc1ccc([N+](=O)[O-])cc1	0.9	8	32	2	-20	4	-19	-5	-6
COC(=O)c1cccc(CN2C(=O)C(C)Sc3ccc(C#N)cc32)c1 (stereo not given)	1.5	5	18	0	1	x	-13	-7	-12
O=C(c1ccc(OC2CCN(CCO)CC2)cc1)N1CCCC1	2.0	13	17	x	x	5	-15	-5	-12
Nc1nonc1-n1nnc(C(=O)N/N=C/c2cccc(F)c2)c1CN1CCCC1	-0.3	4	7	1	-27	-7	-3	-2	-3
Cc1cc(NC(=O)CSc2c[nH]c3ccccc23)no1	0.8	9	6	1	-27	0	-10	-2	-10
C[C@@H]1CN([C@@H](C)CO)C(=O)c2cccc(NC(=O)Nc3ccc(F)cc3)c2O[C@@H]1CN(C)Cc1ccc(Oc2ccccc2)cc1	1.6	-3	14	19	28	28	3	-6	17
CN(CC(=O)Nc1cccc(F)c1)CC(=O)Nc1cccc(S(N)(=O)=O)c1	0.5	5	5	-2	-18	-17	-8	-4	-3

# Full records from above. Values in the order: CHO-K1 Ca ag, M1 PAM, CHO-K1 Ca PAM, TAAR1 agonist, TAAR1 antag, CHO parental Ca, CHO-K1 Ca antag, M1 ag, CHRM1 antagonist
# `Cc1cc(NC(=O)CSc2c[nH]c3ccccc23)no1` is listed with 0.8, 9, 6, 1, -27, 0, -10, -2, -10
# `COc1ccc2cc3cc(C(=O)Nc4ccccc4N4CCN(C)CC4)oc3nc2c1` is listed with 1.0, -9, 0, 6, -7, -25, 1, -5, -6

# The results go on:
Structure	CHO-K1 Ca ag	M1 PAM	CHO-K1 Ca PAM	TAAR1 agonist	TAAR1 antag	CHO parental Ca	CHO-K1 Ca antag	M1 ag	CHRM1 antagonist
O=C(NCCN1CCOCC1)Nc1ccc(F)cc1	2.9	2	-10	11	-8	-7	-7	-3	-3
Cc1occc1C(=O)Nc1nccs1	0.3	-2	5	0	-2	-1	1	-4	7
COc1cnc(-c2ccccn2)nc1Oc1cccc(Cl)c1	0.2	0	10	1	3	-26	4	-7	5
O=C(NCc1csc(-c2cccs2)n1)C1CCC1	2.5	0	2	4	-8	-10	2	-2	2
COCCN1CCN(c2c3c(nc4cc(-c5cccc(F)c5)nn24)CCC3)CC1	0.7	2	2	8	14	0	-11	-3	-14
CS(=O)(=O)N1CCC(C(=O)Nc2ccc(Oc3ccccc3)cc2)CC1	0.4	6	17	-3	-4	14	-10	0	-11
COCCNC(=O)C(c1ccc(C)cc1)N(CCOC)C(=O)CCC(=O)Nc1nccs1 (stereo not given)	0.4	3	-6	1	-6	-7	-8	-2	-10
COc1cccc(C(=O)Cn2c(Br)nc3c2c(=O)n(C)c(=O)n3C)c1	0.0	2	-6	4	15	-20	13	0	0
CCc1nnc(NC(=O)c2cccc(OC)c2)s1	1.0	-2	19	10	-8	-20	-13	-2	8
CC(/C=C1\SC(=S)N(CCC(=O)Nc2ccc(O)cc2)C1=O)=C\c1ccccc1	0.6	1	-14	5	-25	-8	8	-3	4
O=C(NC1CCSc2ccccc21)c1c(F)cccc1Cl (stereo not given)	1.7	9	6	0	-16	-8	-14	-6	-15
O=C(NCCN1CCN(S(=O)(=O)c2ccccc2)CC1)C(=O)Nc1ccc(F)cc1	1.5	0	-14	-1	-4	-6	3	-4	6
COc1ccc(O[C@@H]2O[C@H](COC(C)=O)[C@@H](OC(C)=O)[C@H](OC(C)=O)[C@H]2NC(C)=O)cc1	0.0	-2	-2	7	-12	-11	2	-6	3
CC1CCN(c2ccc(NC(=O)Cn3c(=O)oc4ccccc43)cc2)CC1	1.7	6	-2	-1	-19	-22	-8	-1	-18
Clc1ccc2nc3ccccc3cc2c1	-0.4	2	23	0	-3	x	-11	-6	-7
O=C(CN1CCCc2ccccc21)Nc1cc(S(=O)(=O)N2CCCC2)ccc1Cl	1.4	-10	16	10	-12	-21	-17	-8	8
Cc1ccc(CC(=O)Nc2ccc(S(=O)(=O)N3CCOCC3)cc2)cc1	5.9	13	-14	10	-8	3	-5	10	-1
c1ccc(-c2csc(=Nc3cccnc3)n2CC2CCCO2)cc1 (stereo not given)	3.9	1	19	5	-3	-28	-8	-11	-4
CC1CCCN(C(=O)COC(=O)C2CCN(S(=O)(=O)c3c(Cl)cccc3Cl)CC2)C1 (stereo not given)	4.2	1	17	5	14	-32	3	-4	-7
COc1ccc(C(=O)N2CCOC2CNC(=O)C(=O)NCc2ccc(C)cc2)cc1 (stereo not given)	-0.3	5	14	6	-9	x	-9	-2	-10
CCOC(=O)c1cc(OC(=O)c2ccccc2Br)n(-c2ccccc2)n1	0.4	1	3	8	-23	-10	-14	-2	-4
